Screening data deposited in PubChem by several laboratories.
Yeast superoxide = caloric restriction mimetics inhibiting age-related superoxide in yeast | superoxide response (% of plate mean), % at 10 µM | actives 0.18% (n = 330,000) | S. cerevisiae aged cells, superoxide DHE fluorescence; hits give low values;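 active = superoxide response under a set limit, about three screen SD below normal, cut at about 65% in these data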;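 note: yeast aged for seven days with compound at 30 °C before DHE staining; 100% = average MFI of all compound-treated wells on the plate with controls excluded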
MEP2 TOR yeast = alters MEP2-GFP fluorescence in TOR pathway yeast screen. actives 0.51% (n = 330,000). GFP response vs DMSO, % at 10 µM. S. cerevisiae MEP2-GFP strain, flow cytometry GFP, 3 h; 100% = DMSO control level. AID 2016;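 active = GFP response versus DMSO above a set limit, roughly screen mean plus 3 SD, cut at about 180% in these data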;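 note: median GFP fluorescence of the barcode-gated MEP2-GFP cells per well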
AHR act = activators of human aryl hydrocarbon receptor. P35869. AHR-responsive luciferase reporter cells, luminescence. activation, % at 5 µM. actives 2.5% (n = 320,000); in the data active = activation above about 47%;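 note: 0% = vehicle wells and 100% = reference agonist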
GASC-1 inh = blocks human GASC-1 demethylase activity; Q9H3R0; GST-JMJD2C(1-420) H3K9me3 demethylation, DELFIA europium; inhibition, % at 2.35 µM; actives 0.069% (n = 330,000);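 active = more than half of a compound's replicate wells show inhibition beyond 50%, single wells judged on their own value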;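 note: signal counts dimethyl H3K9 product captured on neutravidin plate; 0% = median of DMSO wells and 100% = 0.3 times that DMSO median; strong numbers were not always called active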
Target sequence (Q9H3R0 1-420 limits assumed): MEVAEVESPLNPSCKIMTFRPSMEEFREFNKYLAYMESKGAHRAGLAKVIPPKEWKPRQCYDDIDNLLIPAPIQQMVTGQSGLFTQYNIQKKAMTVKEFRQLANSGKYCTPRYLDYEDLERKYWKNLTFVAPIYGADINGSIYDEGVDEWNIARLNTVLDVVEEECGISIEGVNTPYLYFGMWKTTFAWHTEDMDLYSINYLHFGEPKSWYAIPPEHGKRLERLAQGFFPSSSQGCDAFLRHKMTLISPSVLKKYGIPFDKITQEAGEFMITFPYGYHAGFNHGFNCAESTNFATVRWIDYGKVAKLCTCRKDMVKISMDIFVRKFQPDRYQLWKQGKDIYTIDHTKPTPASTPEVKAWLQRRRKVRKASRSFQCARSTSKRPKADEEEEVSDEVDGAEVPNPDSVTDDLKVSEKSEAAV
proCasp7 act = counter-screen for procaspase-3 activators: activators of human procaspase-7. P55210. recombinant procaspase-7, Ac-DEVD-pNA absorbance 405 nm; D23A/D198A/D206A triple mutant, cannot self-cleave; scale: DMSO 0, 5 µM enzyme 100. activation, % at 8.5 µM. actives 0.093% (n = 330,000);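 active = percent activation above the screen-wide mean plus 3 SD, cut at about 25% in these data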
Target sequence (P55210 whole entry D23A/D198A/D206A): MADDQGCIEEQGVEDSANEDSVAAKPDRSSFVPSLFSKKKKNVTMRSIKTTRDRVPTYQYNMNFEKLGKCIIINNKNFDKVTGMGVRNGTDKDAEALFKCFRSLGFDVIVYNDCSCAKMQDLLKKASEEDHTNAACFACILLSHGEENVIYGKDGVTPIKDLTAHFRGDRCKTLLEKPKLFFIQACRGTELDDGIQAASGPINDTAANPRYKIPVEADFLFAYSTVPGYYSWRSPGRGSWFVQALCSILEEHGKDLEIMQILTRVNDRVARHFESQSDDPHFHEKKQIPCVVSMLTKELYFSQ
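Test system: Procaspase-7 triple mutant (PC-7 D3A). Also added: Ac-DEVD-pNA substrate, 400 µM as added. Schedule: 1 h enzyme–compound preincubation and 2 h substrate reaction, both 25 °C. Signal: p-Nitroaniline absorbance at 405 nm, read at 0 and 120 min. Control set: low DMSO alone, high DMSO plus 5 µM PC-7.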
RPL19A TOR yeast = modulators of TOR pathway RPL19A-GFP in S. cerevisiae; AID 2025; percent response vs DMSO, % at 10 µM; S. cerevisiae RPL19A-GFP strain, flow cytometry, 3 h; hits give low values; actives 0.3% (n = 330,000);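 active = percent response vs DMSO below 50%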;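 note: median channel GFP fluorescence of the barcoded RPL19A-GFP strain; ratio of sample median GFP to plate DMSO average so 100% = DMSO; lower means less RPL19A-GFP as with rapamycin TOR inhibition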
LAP4 TOR yeast = alters LAP4-GFP fluorescence in TOR pathway yeast screen | S. cerevisiae LAP4-GFP multiplex, flow cytometry GFP, 3 h; median GFP as percent of DMSO wells | GFP response vs DMSO, % at 10 µM | actives 0.34% (n = 320,000) | AID 2023;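 active = GFP response vs DMSO above a set limit, about the screen mean plus 3 SD, cut at about 150% in these data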
procasp3 activ = procaspase-3 (human) activation. P42574. recombinant procaspase-3 D3A, Ac-DEVD-pNA absorbance 405 nm. actives 0.11% (n = 330,000). activation, % at 8.5 µM;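 active = activation above the mean of all tested compounds plus 3 SD, cut at about 21% in these data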;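 note: 0% = DMSO alone and 100% = DMSO wells spiked with extra 5 µM PC-3 D3A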
Target sequence (P42574 whole entry D9A/D28A/D175A): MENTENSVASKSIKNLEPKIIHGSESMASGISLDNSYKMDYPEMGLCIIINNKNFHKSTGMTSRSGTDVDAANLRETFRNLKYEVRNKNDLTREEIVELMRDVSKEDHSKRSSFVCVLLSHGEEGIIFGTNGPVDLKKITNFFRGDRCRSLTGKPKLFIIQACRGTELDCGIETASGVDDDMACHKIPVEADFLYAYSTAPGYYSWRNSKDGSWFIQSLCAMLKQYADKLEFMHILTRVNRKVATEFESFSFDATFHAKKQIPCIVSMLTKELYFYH
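Technique: 405 nm absorbance of p-nitroaniline, reads at 0 and 120 min; Test system: Procaspase-3 D3A mutant; Incubation: 1 h enzyme-compound preincubation, then 2 h substrate reaction, 25 °C; Repeats: singlicate, each compound tested once; Benchmarks: low control DMSO wells, high control DMSO plus 5 µM PC-3 D3A.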
Numbers without * were called inactive; x = not tested or not shown. Outcome played no part in choosing rows. About 3.8% of those tested had a hit in this group.

The opening six compounds, ahead of the listing:
SMILES	Yeast superoxide	MEP2 TOR yeast	AHR act	GASC-1 inh	proCasp7 act	RPL19A TOR yeast	LAP4 TOR yeast	procasp3 activ
CCOC(=O)c1[nH]c2ccc(OC)cc2c1NC(=S)N1CCN(c2ccccc2OC)CC1	85	93	27	2	-11	104	90	-5
Cn1cccc1C(=O)Nc1ccc(N2CCOCC2)cc1	123	98	-2	0	8	102	76	2
COc1ccc(OC)c(S(=O)(=O)N2c3cc(F)ccc3CCC2C)c1 (stereo unspecified)	98	95	3	3	6	97	107	-1
CC(Nc1nc(N2CCNCC2)nc2ccccc12)c1ccccc1 (stereo unspecified)	95	93	3	-13	5	94	104	2
O=C(CN(c1ccccn1)S(=O)(=O)c1ccccc1)N/N=C/c1cccc([N+](=O)[O-])c1	97	103	0	3	16	105	92	8
Cc1ccc2c(c1)N(C(=O)CCC(=O)NCc1ccccn1)CC(C)O2 (stereo unspecified)	94	102	1	5	9	99	102	-2

The listing, repeating the preview:
SMILES	Yeast superoxide	MEP2 TOR yeast	AHR act	GASC-1 inh	proCasp7 act	RPL19A TOR yeast	LAP4 TOR yeast	procasp3 activ
CCOC(=O)c1[nH]c2ccc(OC)cc2c1NC(=S)N1CCN(c2ccccc2OC)CC1	85	93	27	2	-11	104	90	-5
Cn1cccc1C(=O)Nc1ccc(N2CCOCC2)cc1	123	98	-2	0	8	102	76	2
COc1ccc(OC)c(S(=O)(=O)N2c3cc(F)ccc3CCC2C)c1 (stereo unspecified)	98	95	3	3	6	97	107	-1
CC(Nc1nc(N2CCNCC2)nc2ccccc12)c1ccccc1 (stereo unspecified)	95	93	3	-13	5	94	104	2
O=C(CN(c1ccccn1)S(=O)(=O)c1ccccc1)N/N=C/c1cccc([N+](=O)[O-])c1	97	103	0	3	16	105	92	8
Cc1ccc2c(c1)N(C(=O)CCC(=O)NCc1ccccn1)CC(C)O2 (stereo unspecified)	94	102	1	5	9	99	102	-2
Cc1cc(C(=O)OCC(=O)N2CCC(C)CC2)c2ccccc2n1	103	102	0	1	-1	99	98	-3
CCN(CCS(=O)(=O)c1ccc(Cl)cc1)Cc1nc2ccccc2c(=O)[nH]1	86	111	1	-4	9	118	115	7
O=C(COc1cccnc1[N+](=O)[O-])N1CCc2ccccc2C1	112	91	1	-4	0	94	91	-4
COCCN1CCn2c(nc3cc(NC(=O)NC4CCCCC4)ccc32)C1	96	105	1	-2	8	99	103	2
CCOC(=O)Cc1csc(NC(=O)C(C)(C)CC)n1	115	101	2	-3	4	99	96	1
CC(=O)CN1C(=O)NC2(CCCc3ccccc32)C1=O (stereo unspecified)	96	112	0	-8	11	110	105	10
CCCCNC(=O)CO/N=C(\C)c1cc2ccccc2o1	97	101	4	-15	-2	101	93	9
CCOC(=O)CSc1nc2c(sc(=S)n2-c2ccccc2OC)c(=O)n1Cc1ccco1	91	112	1	8	0	97	106	4
CCOC(=O)C1=C(C)OC(N)=C(C#N)C1c1cncc(-c2ccc(F)cc2)c1 (stereo unspecified)	88	109	3	1	6	106	104	-1
Cc1ccc(OCC(=O)N/N=C/C=C/c2ccco2)cc1C	101	107	4	-10	-2	100	114	-5
O=C(CCNS(=O)(=O)c1ccc(Br)cc1)Nc1cccc(F)c1	108	101	7	-1	-13	101	96	3
CC1CCCC(NC(=O)CN2C(=O)c3cccnc3Oc3ccc(Cl)cc32)C1C (stereo unspecified)	95	100	1	-7	4	96	105	0
Cn1nc(C(C)(C)C)c([N+](=O)[O-])c1C(=O)Nc1cccc2ccccc12	105	103	3	-9	6	101	109	5
O=C(COc1ccc(Cl)cc1Cl)OCC(=O)N1CCCc2ccccc21	94	98	1	11	-1	106	100	7
C#CC[N+](C)(C)CCN1C(=O)C2C(c3ccccc3)C=CC(c3ccccc3)C2C1=O (stereo unspecified)	100	111	0	1	-7	103	108	-1
Cc1cc(C)nc(NS(=O)(=O)c2ccc(NC(=O)Nc3ccccc3F)cc2)n1	104	111	-2	-1	3	93	119	2
C[C@@H]1CC=C[C@H]2[C@H]1C(=O)N(Cc1ccccc1)[C@H]2c1ccc(C(F)(F)F)cc1	88	104	0	1	1	106	99	6
CC(=O)c1ccc(NC(=O)C2CCN(S(=O)(=O)c3cccs3)CC2)cc1	111	94	4	11	-8	94	99	5
CC(=O)c1ccc(NC(=O)N2CCN(c3cccc(Cl)c3)CC2)cc1	103	101	-3	-3	3	101	100	0
CCC(=O)N1c2ccc(S(=O)(=O)N(CCO)Cc3ccccc3)cc2CC1C (stereo unspecified)	95	98	-1	8	0	96	95	-1
CN1CCN(c2ccc(C(=O)NC3CCCCC3)cc2[N+](=O)[O-])CC1	94	99	0	-3	6	95	97	-5
CCOc1cc(N2CCOCC2)c(OCC)cc1NC(=O)COC(=O)c1c(CC)noc1C	126	115	2	-1	-7	98	104	-5
CC(=O)Nc1ccc(S(=O)(=O)N2CCN=C2SCc2ccc([N+](=O)[O-])cc2)cc1	99	91	14	13	2	96	103	3
COc1ccc(CC(=O)NC2CC(C)(C)NC(C)(C)C2)cc1OC	105	99	0	7	5	105	85	-2

4 entries from above, with each value named:
> C[C@@H]1CC=C[C@H]2[C@H]1C(=O)N(Cc1ccccc1)[C@H]2c1ccc(C(F)(F)F)cc1
- Yeast superoxide: 88
- MEP2 TOR yeast: 104
- AHR act: 0
- GASC-1 inh: 1
- proCasp7 act: 1
- RPL19A TOR yeast: 106
- LAP4 TOR yeast: 99
- procasp3 activ: 6
> CC(=O)c1ccc(NC(=O)C2CCN(S(=O)(=O)c3cccs3)CC2)cc1
- Yeast superoxide: 111
- MEP2 TOR yeast: 94
- AHR act: 4
- GASC-1 inh: 11
- proCasp7 act: -8
- RPL19A TOR yeast: 94
- LAP4 TOR yeast: 99
- procasp3 activ: 5
> CC(=O)c1ccc(NC(=O)N2CCN(c3cccc(Cl)c3)CC2)cc1
- Yeast superoxide: 103
- MEP2 TOR yeast: 101
- AHR act: -3
- GASC-1 inh: -3
- proCasp7 act: 3
- RPL19A TOR yeast: 101
- LAP4 TOR yeast: 100
- procasp3 activ: 0
> CCC(=O)N1c2ccc(S(=O)(=O)N(CCO)Cc3ccccc3)cc2CC1C (stereo unspecified)
- Yeast superoxide: 95
- MEP2 TOR yeast: 98
- AHR act: -1
- GASC-1 inh: 8
- proCasp7 act: 0
- RPL19A TOR yeast: 96
- LAP4 TOR yeast: 95
- procasp3 activ: -1

Another view of two compounds above.
> CCC(=O)N1c2ccc(S(=O)(=O)N(CCO)Cc3ccccc3)cc2CC1C (stereo unspecified)
- Yeast superoxide: 95
- MEP2 TOR yeast: 98
- AHR act: -1
- GASC-1 inh: 8
- proCasp7 act: 0
- RPL19A TOR yeast: 96
- LAP4 TOR yeast: 95
- procasp3 activ: -1
> CN1CCN(c2ccc(C(=O)NC3CCCCC3)cc2[N+](=O)[O-])CC1
- Yeast superoxide: 94
- MEP2 TOR yeast: 99
- AHR act: 0
- GASC-1 inh: -3
- proCasp7 act: 6
- RPL19A TOR yeast: 95
- LAP4 TOR yeast: 97
- procasp3 activ: -5

Further results.
SMILES	Yeast superoxide	MEP2 TOR yeast	AHR act	GASC-1 inh	proCasp7 act	RPL19A TOR yeast	LAP4 TOR yeast	procasp3 activ
NC(=O)c1ccc2c(c1)S(=O)(=O)c1ccccc1C2=O	118	105	8	-2	0	100	x	-8
Cc1cc(=O)[nH]c(SCn2nnc3ccccc3c2=O)n1	93	101	0	-2	9	97	99	1
CCOc1cc(/C=N/NC(=O)CN2CCCCC2)ccc1OCc1cccc(Cl)c1	106	103	29	-2	2	99	88	4
Cc1cc(C)n(C(=O)CNC(=O)c2cccc(Br)c2)n1	116	99	0	-1	-5	102	100	-3
O=C(O)c1ccc(NC2OC[C@@H](O)[C@H](O)[C@H]2O)cc1 (stereo partly specified)	101	98	-1	-1	-8	99	106	0
C/C(=N/NC(=O)c1cc(Cl)ccc1O)C12CC3CC(CC(C3)C1)C2	99	88	3	24	5	96	98	1
Cn1cc(S(=O)(=O)N2CCN(c3ccccc3F)CC2)c(=O)n(C)c1=O	99	107	0	3	9	93	102	11
CCCCSc1nc(NCc2ccco2)c2c3c(sc2n1)COC(C)(C)C3	98	103	0	-1	1	101	104	6
Clc1ccccc1OCCCOc1cccc2cccnc12	109	92	1	40	-5	99	100	0
Cc1cccc(C)c1NC(=O)CSc1nc(N2CCOCC2)nc(N2CCOCC2)n1	89	91	1	-1	0	97	98	5
O=C(CN1C(=O)NC2(CCCC2)C1=O)Nc1nc2ccc(F)cc2s1	110	105	17	-3	0	101	104	-9
N#Cc1ccc(-c2csc(NC(=O)/C=C/c3cccs3)n2)cc1	106	108	-4	5	5	104	106	5
O=C1NCC(=O)N2CCC[C@@H]12	86	104	0	-3	-1	101	109	5
O=C(CCCCn1c(=O)[nH]c2ccsc2c1=O)NCCc1ccccc1	98	99	5	4	8	98	114	8
O=[N+]([O-])c1ccn(-c2nc(-c3ccccc3)cc(C(F)(F)F)n2)n1	105	98	-3	-1	15	96	93	7
CCOC(=O)c1c(-c2ccc(C)cc2)csc1NC(=O)c1ccc(N2C(=O)CCC2=O)cc1	93	93	3	-2	7	99	87	6
NC(=O)c1sc2cc(C(F)(F)F)cnc2c1-c1ccccc1	99	101	16	-15	3	100	98	1
Cc1ccc(NC(=O)COC(=O)CCc2ccc(S(=O)(=O)N3CCOCC3)cc2)cc1C	90	95	2	-2	3	96	109	-5
COc1ccccc1/C=C/C(=O)N1CCC(c2ccccc2)C1 (stereo unspecified)	98	107	66*	6	-3	105	97	-2
CCCn1c(C(=O)OC)cc2c1ccn2-c1ccc(F)cc1	95	105	8	-17	1	102	98	2
Cc1ccc(NC(=O)CSc2nnc(C)c(=O)[nH]2)cc1C	93	100	1	0	1	108	100	4
O=C(CCc1nc(-c2ccc(Cl)cc2)no1)NC1CCCCC1	96	82	1	5	2	91	69	3
Cc1ccc(S(=O)(=O)Nc2cccnc2)cc1	98	99	4	9	4	94	93	5
Cc1ccc(Cn2c(N)c(S(=O)(=O)c3cccs3)c3nc4ccccc4nc32)cc1	91	98	1	2	7	98	93	7
COc1ccc(NC(=O)CN(C)C(=O)c2n[nH]c3ccccc23)cc1	88	95	1	6	5	101	112	6
Cc1ccc(NS(=O)(=O)c2cc(C(=O)O)ccc2Cl)c(C)c1	103	100	1	8	-3	98	98	-3
CCC(C)n1c(SCC(=O)/C(C#N)=C(\C)N)nc2ccccc2c1=O (stereo unspecified)	106	88	2	8	6	108	93	8
O=C(NCC1CCCO1)C1CCCN(S(=O)(=O)c2cccc(C(F)(F)F)c2)C1 (stereo unspecified)	99	101	0	1	4	105	82	-10
CC(=O)N1CCN(Cc2nc3cc(NC(=O)c4cccc(Br)c4)ccc3n2C)CC1	106	103	-1	21	5	102	112	-7
Cc1cc2nc(SCCN3CCCC3)[nH]c2cc1C	100	91	8	6	0	97	96	5
CCCCNS(=O)(=O)c1ccc(OCC(=O)OC)cc1	94	104	1	-4	9	108	91	6
C=C(C)COc1ccc2c3c(c(=O)oc2c1OCC(=C)C)CCC3	98	92	6	-16	11	91	94	5
CCOC(=O)C1=C(C)NC(C)=C(C(=O)OCC)C1c1ccc(Br)o1	90	101	12	-3	1	95	99	-2
